High-throughput results from PubChem.
APJ ag = agonists of human APJ apelin receptor; AID 2520; activation, % at 20 µM; actives 0.11% (n = 330,000); CHO-K1 APJ PathHunter beta-arrestin, luminescence; 0% DMSO wells, 100% apelin; P35414;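 active = activation more than six SD over the plate average, tested at 20 µM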;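 note: 0% = DMSO alone and 100% = apelin-13 at 10 nM; some results filed as inactive read as strong as hits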
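Material: CHO-K1 APJ beta-arrestin complementation cell line; Input: cell density 1000 per well; Incubation: compound stimulation 90 min at 25 °C, detection 60 min; Signal: luminescence from split beta-galactosidase complementation, Galacton Star/Emerald II substrate; Controls: DMSO-only wells as negative, 10 nM Apelin-13 as positive control.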
tim10-1 inh = inhibits growth of tim10-1 mutant yeast. S. cerevisiae tim10-1 ts strain growth, BacTiter-Glo, 24 h. inhibition, % at 20 µM. actives 2.2% (n = 330,000). AID 463190;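 active = inhibition of at least 40%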;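 note: mutant grown at 25 °C; 0% = DMSO wells with yeast and 100% = wells holding no yeast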
UPR CHOP act = activators of apoptotic arm of unfolded protein response (CHOP); CHO-CHOP luciferase reporter, UPR activation, luminescence; percent of tunicamycin response over DMSO baseline; activation, % at 10 µM; actives 0.34% (n = 330,000);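 active = at 10 µM dose, activation of 40% or more, normalized to positive control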;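 note: 100% = tunicamycin at 10 µg/mL and 0% = DMSO alone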
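System: CHO-CHOP luciferase reporter cell line; amount: 500 cells/well; buffer or medium: F12 medium containing 10% fetal bovine serum; incubation: 6 h compound exposure at 37 °C after overnight seeding; measured by: luciferase luminescence after 10 min with Steady-Glo reagent; evaluation: % reporter activation, DMSO baseline versus tunicamycin full activation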
TIM10 inh = growth inhibitors of TIM10 yeast strain | S. cerevisiae TIM10 strain growth, BacTiter-Glo luminescence, 24 h | inhibition, % at 10 µM | actives 1.4% (n = 330,000) | AID 463195;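 active = inhibition of 40% or more at the single tested concentration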;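 note: wild-type TIM10 isogenic control strain grown at permissive 25 °C; 0% = DMSO yeast wells and 100% = minimal medium wells without yeast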
tim23-1 inh = tim23-1 yeast growth inhibition; S. cerevisiae tim23-1 growth, BacTiter-Glo luminescence, 24 h; AID 463212; inhibition, % at 20 µM; actives 1.3% (n = 330,000);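 active = growth inhibition of the mutant yeast at or above 50%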;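 note: temperature-sensitive mutant grown at 25 °C; plate controls were DMSO-treated mutant yeast for no effect and medium wells lacking yeast for full effect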
XBP1 UPR activ = activators of adaptive arm of unfolded protein response (XBP1); CHO-XBP1 luciferase reporter, IRE1-XBP1 UPR activation, luminescence; percent of tunicamycin response, DMSO as zero; activation, % at 20 µM; actives 0.33% (n = 330,000);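 active = versus positive control, 20 µM dose yields 30% or more activation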;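 note: 100% = tunicamycin at 10 µg/mL and 0% = DMSO only wells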
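assay system = CHO-XBP1 luciferase reporter cells | amount = 1000 cells/well | buffer or medium = F12 plus 10% FBS | compound dosing = single point, 20 µM final compound, 1% DMSO | incubation = 16-18 h cell attachment at 37 °C, then 6 h compound exposure | detection = Steady-Glo luminescence read | controls = tunicamycin 10 µg/mL and vehicle-only wells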
APJ antag = blocks the human apelin receptor APJ. P35414. CHO-K1 APJ beta-arrestin complementation, luminescence. inhibition, % at 20 µM. actives 0.32% (n = 330,000);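 active = inhibition above about 40% at 20 µM, limit read from the data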;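 note: cells challenged with 10 nM apelin-13 agonist together with compound; plate controls were apelin-13 plus DMSO wells for no effect and DMSO wells lacking apelin-13 for full effect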
Mdm2 MdmX PPI = inhibitors of human Mdm2/MdmX interaction; O15151+Q00987; SaOS-2 split-luciferase Mdm2/MdmX complementation, luminescence; inhibition, % at 8 µM; actives 3% (n = 330,000);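 active = inhibition of at least 50% at 8 µM in the primary screen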
Target sequence (O15151 whole entry, looked up): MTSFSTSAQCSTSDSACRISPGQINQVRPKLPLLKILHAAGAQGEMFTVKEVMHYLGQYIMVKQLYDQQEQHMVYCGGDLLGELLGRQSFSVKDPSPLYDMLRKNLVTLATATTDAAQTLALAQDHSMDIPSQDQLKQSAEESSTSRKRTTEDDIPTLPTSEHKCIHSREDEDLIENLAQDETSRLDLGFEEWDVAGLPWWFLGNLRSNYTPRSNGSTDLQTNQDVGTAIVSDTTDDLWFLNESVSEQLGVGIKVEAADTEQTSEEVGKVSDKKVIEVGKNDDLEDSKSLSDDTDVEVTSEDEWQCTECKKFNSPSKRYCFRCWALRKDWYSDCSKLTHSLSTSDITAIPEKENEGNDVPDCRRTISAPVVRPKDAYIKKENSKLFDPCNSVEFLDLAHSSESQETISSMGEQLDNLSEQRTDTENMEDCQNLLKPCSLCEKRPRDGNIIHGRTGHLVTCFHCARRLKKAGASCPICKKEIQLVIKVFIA
Target sequence (Q00987 whole entry, looked up): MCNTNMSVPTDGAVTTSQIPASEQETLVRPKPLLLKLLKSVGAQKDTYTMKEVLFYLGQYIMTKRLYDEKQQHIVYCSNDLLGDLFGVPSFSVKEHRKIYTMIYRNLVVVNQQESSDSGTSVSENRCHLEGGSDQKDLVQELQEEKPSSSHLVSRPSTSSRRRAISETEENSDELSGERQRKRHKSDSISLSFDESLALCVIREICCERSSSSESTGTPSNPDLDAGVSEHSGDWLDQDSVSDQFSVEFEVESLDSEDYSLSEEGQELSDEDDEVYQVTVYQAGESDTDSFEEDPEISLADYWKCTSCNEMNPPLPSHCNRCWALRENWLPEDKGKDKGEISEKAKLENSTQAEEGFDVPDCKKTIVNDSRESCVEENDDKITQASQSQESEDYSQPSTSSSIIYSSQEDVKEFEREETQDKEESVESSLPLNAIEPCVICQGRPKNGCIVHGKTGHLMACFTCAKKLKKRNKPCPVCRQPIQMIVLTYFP
CXCR6 inh = CXCR6 (human) receptor inhibition | actives 0.36% (n = 360,000) | inhibition, % at 20 µM | O00574 | CHO-K1 PathHunter CXCR6 beta-arrestin, luminescence | AID 602244; in the data active = inhibition above about 34%, passing the limit was not always enough;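 note: antagonist mode with CXCL16 agonist at 10 nM final; 0% = 10 nM CXCL16 with DMSO and 100% = unstimulated wells without agonist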
Active calls of the source: *. An excerpt. The share of hits here may be higher or lower than overall.

The line under a structure holds: APJ ag	tim10-1 inh	UPR CHOP act	TIM10 inh	tim23-1 inh	XBP1 UPR activ	APJ antag	Mdm2 MdmX PPI	CXCR6 inh
- C=CCC[C@H](Cc1ccc(F)cc1)C(=O)OC[C@@H]1CCCN1C(=O)[C@@H](CC=C)CC(=O)NCCO
→ -1	2	-0.5	4	8	-2	9	1	-5
- CCNC(=S)NN=C1CCC(C(C)(C)C)CC1 (configuration not stated)
→ 0	28	2.0	-2	15	2	20	0	6
- COc1ccc(C2(CNC(=O)c3ccc(C)cc3)CCOCC2)cc1
→ -2	24	-2.8	6	20	1	-16	2	-1
- COc1ccc(C(=O)Nc2ccc(Cl)cc2C(=O)NCCO)cc1
→ -3	8	1.6	-20	0	4	11	10	1
- O=C(NCc1ccco1)c1cnn2c(C(F)(F)F)cc(-c3cccs3)nc12
→ -3	24	0.8	22	22	0	19	43	5
- Cc1cccc(C)c1OCC(=O)NNC(=O)CCCn1c(=O)oc2ccccc21
→ -3	-4	1.4	-4	4	0	5	12	3
- COc1ccccc1NC(=O)c1cc(C(=O)Nc2ccccc2OC)cc(N2C(=O)CCC2=O)c1
→ -2	-3	-0.2	-2	-15	4	18	19	3
- O=C(O)/C=C/c1ccc([N+](=O)[O-])o1
→ 1	-1	-1.1	0	4	-1	-39	-3	-8
- O=c1cc(-c2ccccc2)nc2nc(CCc3ccccc3)[nH]n12
→ -1	-7	-0.8	-13	1	-1	12	8	0
- CCOC(=O)Cc1csc(NC(=O)CSc2nnc(-n3nc(C)cc3C)c3ccccc23)n1
→ -4	27	-2.7	4	22	-3	33	-4	8
- CCOc1ccc(NC(=O)C2CC(=O)N(C)C(=Nc3ccc4c(c3)OCO4)S2)cc1 (configuration not stated)
→ 4	-9	-1.4	-7	-18	0	10	9	-6
- COc1ccc(NC(=O)c2cc([N+](=O)[O-])ccc2N2CCCCC2)cc1
→ -4	10	0.0	12	18	-5	6	18	18
- CCOc1ccccc1NC(=S)N(CCOC)C1CCN(C(C)=O)CC1
→ -3	-5	0.1	10	6	-3	7	8	-5
- O=C(COc1ccccc1)Nc1cccc2c1CCCC2
→ 0	-1	-0.7	-13	8	-1	13	-4	2
- CCOC(=O)C1=C(N)Oc2cc(O)ccc2C1c1ccc([N+](=O)[O-])cc1 (configuration not stated)
→ -4	-1	0.4	19	24	-2	7	20	15
- Cc1ccc(C(N)=O)cc1S(=O)(=O)Nc1cccc(C)c1C
→ -2	-2	-0.2	18	6	-4	10	-8	10
- c1ccc(-c2oc3ncnc(NCCCn4ccnc4)c3c2-c2ccccc2)cc1
→ -4	3	2.4	3	49	4	14	31	8
- COC(=O)c1cc(Br)c(=O)n(-c2ccccc2F)c1
→ 1	7	2.1	6	14	0	0	5	3
- O=C(O)CCc1ccc(-c2ccccc2)n1NC(=O)c1cccs1
→ -3	3	-0.8	8	-7	0	16	18	-2
- COc1ccc2c(c1)c(/C=N/Nc1nc3ccccc3[nH]1)c(C)n2C
→ 10	20	287*	-7	16	6	-16	93*	-26
- CCCN(CCC(=O)Nc1cc(OC)cc(OC)c1)CC1CC1
→ -2	1	0.9	-6	7	-1	1	19	-4
- O=c1ccc2cc(S(=O)(=O)N3CCN(c4ccccc4F)CC3)ccc2[nH]1
→ -3	-2	-0.2	6	-2	1	-15	13	-2
- Cc1ccc(S(=O)(=O)CCc2nc3ccccc3[nH]2)cc1C
→ -3	9	-0.2	7	9	3	7	25	-11
- CCOc1ccc(CN(C(=O)c2ccccn2)c2ccc(OC)c(Cl)c2)cc1
→ 0	27	4.7	4	28	4	0	14	8
- CN1CCN(c2ccc(NC(=O)c3cccs3)cc2)CC1
→ -3	-11	0.8	3	-5	0	5	-83	1
- O=C(NCc1ccc2c(c1)OCO2)Oc1ccccc1
→ -3	2	5.1	-9	15	6	-10	45	0
- COc1ccc(C(=O)NC2CCCc3c2cnn3-c2ccccc2F)o1 (configuration not stated)
→ 0	16	2.5	26	36	-4	-39	36	-7
- CN(C=C1C(=O)CC(C)(C)CC1=O)CCN1CCNCC1
→ 2	8	-0.6	2	10	-1	11	-17	-15
- Cc1ccc(CNC(=O)C2CCC(=O)N(CCc3ccccn3)C2)s1 (configuration not stated)
→ 4	-11	2.5	-3	-3	-3	9	9	1
- CCCC(NS(=O)(=O)c1ccc(C)cc1)C(=O)O (configuration not stated)
→ 7	3	0.4	-3	6	0	1	-10	-14

Ten of these compounds in a different format:
SMILES | APJ ag | tim10-1 inh | UPR CHOP act | TIM10 inh | tim23-1 inh | XBP1 UPR activ | APJ antag | Mdm2 MdmX PPI | CXCR6 inh
CCCN(CCC(=O)Nc1cc(OC)cc(OC)c1)CC1CC1 | -2 | 1 | 0.9 | -6 | 7 | -1 | 1 | 19 | -4
O=c1ccc2cc(S(=O)(=O)N3CCN(c4ccccc4F)CC3)ccc2[nH]1 | -3 | -2 | -0.2 | 6 | -2 | 1 | -15 | 13 | -2
Cc1ccc(S(=O)(=O)CCc2nc3ccccc3[nH]2)cc1C | -3 | 9 | -0.2 | 7 | 9 | 3 | 7 | 25 | -11
CCOc1ccc(CN(C(=O)c2ccccn2)c2ccc(OC)c(Cl)c2)cc1 | 0 | 27 | 4.7 | 4 | 28 | 4 | 0 | 14 | 8
CN1CCN(c2ccc(NC(=O)c3cccs3)cc2)CC1 | -3 | -11 | 0.8 | 3 | -5 | 0 | 5 | -83 | 1
O=C(NCc1ccc2c(c1)OCO2)Oc1ccccc1 | -3 | 2 | 5.1 | -9 | 15 | 6 | -10 | 45 | 0
COc1ccc(C(=O)NC2CCCc3c2cnn3-c2ccccc2F)o1 (configuration not stated) | 0 | 16 | 2.5 | 26 | 36 | -4 | -39 | 36 | -7
CN(C=C1C(=O)CC(C)(C)CC1=O)CCN1CCNCC1 | 2 | 8 | -0.6 | 2 | 10 | -1 | 11 | -17 | -15
Cc1ccc(CNC(=O)C2CCC(=O)N(CCc3ccccn3)C2)s1 (configuration not stated) | 4 | -11 | 2.5 | -3 | -3 | -3 | 9 | 9 | 1
CCCC(NS(=O)(=O)c1ccc(C)cc1)C(=O)O (configuration not stated) | 7 | 3 | 0.4 | -3 | 6 | 0 | 1 | -10 | -14

Continued:
The line under a structure holds: APJ ag	tim10-1 inh	UPR CHOP act	TIM10 inh	tim23-1 inh	XBP1 UPR activ	APJ antag	Mdm2 MdmX PPI	CXCR6 inh
- CN(C)c1ccc(CNC2C3CC4CC(C3)CC2C4)cc1 (configuration not stated)
→ -2	-2	7.5	-37	-29	-1	-10	6	-7
- O=C(CSc1nc2ccccc2o1)Nc1nc(-c2ccccc2)c(-c2ccccc2)s1
→ -4	5	0.6	7	14	-1	10	26	1
- CCOC(=O)CNc1c(-c2ccccc2)nc2ccc(Cl)cn12
→ -2	40*	4.8	40*	51*	-1	10	-4	-7
- Cc1cc([N+](=O)[O-])nn1CC(=O)Nc1ccc(F)cc1
→ -4	11	1.3	-4	4	0	8	23	3
- COc1ccc(-n2nnnc2SCC(=O)Nc2ccccc2)cc1
→ 0	13	-0.1	-8	-7	6	15	1	2
- NS(=O)(=O)c1cc(C2(O)NC(=O)c3ccccc32)ccc1Cl (configuration not stated)
→ -2	4	-0.6	4	6	-6	2	-17	3
- COC(CNC(=O)CN1C(=O)COc2ccc(S(=O)(=O)N3CCOCC3)cc21)OC
→ 0	-17	-3.0	-5	0	-6	14	11	-2
- COc1ccc(-n2nnnc2SCC(=O)N2CCN(C(=O)c3ccco3)CC2)cc1OC
→ 0	4	-1.2	13	4	0	15	-10	3
- Cc1cc(C2=NNC(=Nc3ccc(S(=O)(=O)N4CCOCC4)cc3)SC2)c(C)n1C
→ -2	-22	-1.4	-37	-29	0	-6	-14	-5
- Cc1[nH]c(=O)[nH]c(=O)c1S(=O)(=O)N1CCN(c2ccccc2)CC1
→ 8	10	1.2	-4	4	-6	10	-11	-2
- COc1ccc(OCc2cc(C(=O)NC3Cc4ccccc4C3)no2)c(Cl)c1
→ -1	-2	0.2	-6	-4	-2	-11	52*	-1
- Cc1cc(C)cc(N=c2c([N+](=O)[O-])nn(-c3ccc4c(c3)OCCO4)n2O)c1
→ 6	12	13	28	28	7	-108	70*	-3
- Cc1cc(OC(C)C(=O)NCc2ccccn2)c2c(C)c(C)c(=O)oc2c1 (configuration not stated)
→ -3	-5	-1.6	5	11	-5	22	18	1
- Cc1occc1C(=O)NCc1ccccc1
→ -3	1	-0.5	11	3	-6	3	28	5
- CCOc1cc(/C=N/O)ccc1OCc1ccccc1F
→ 0	4	2.5	-26	40	5	-1	8	-2
- Cc1ccc(S(=O)(=O)N(C)c2ccccc2C(=O)Nc2ccc3c(c2)OCCO3)cc1
→ -1	3	1.9	0	18	-2	5	18	10
- CC(C)(C)c1ccc(S(=O)(=O)NCc2ccc(C(=O)NCC3CCCO3)cc2)cc1 (configuration not stated)
→ 2	11	1.9	18	20	-5	21	-12	0
- CCN1CCc2c(sc(NC(=O)c3ccc(C(=O)c4ccccc4)cc3)c2C(N)=O)C1
→ -6	12	0.2	13	15	0	26	48	13
- CCSc1nnc(NC(=O)Cc2ccc(OC)cc2)s1
→ -3	-8	5.9	-1	-9	-1	-8	15	13
- Cc1cccc(NC(=O)Cc2nnc(NC(=O)Nc3ccccc3F)s2)c1
→ -3	14	1.4	5	-3	4	12	45	-3
- Cc1oc(-c2ccc(Cl)cc2)nc1CS(=O)CC(=O)NCc1ccco1 (configuration not stated)
→ -3	18	-0.4	3	4	-1	24	9	-3
- O=C(CSc1nnc(COc2ccccc2)o1)NC1CC2CCC1C2 (configuration not stated)
→ -5	-2	1.1	4	9	-4	-4	-15	4
- O=C(CCn1c(=O)oc2ccccc21)Nc1nccs1
→ 3	21	0.7	4	13	5	-16	4	-5
- Cc1cc(=O)n2nc(N3CCC(C(=O)NCc4cccc(Br)c4)CC3)sc2n1
→ 3	18	2.9	-1	12	-2	-15	13	1
- Cn1c(/C(C#N)=C2/CCCCCN2)nc2ccccc21
→ -4	7	0.4	21	7	4	-22	4	4
- COc1ccc(CNC(=O)CSc2cccc3cccnc23)cc1
→ -1	14	-0.6	51*	0	-2	5	15	1
- COC(=O)c1sccc1NC(=S)Nc1cc(C)ccc1OC
→ -8	-5	1.5	-5	-2	-2	2	-11	5
- CC(C)=CCc1cc([C@@H]2CC(=O)c3ccc(O)c(CC=C(C)C)c3O2)ccc1O
→ -4	19	1.6	9	27	-2	-5	27	-5
- Cc1ccc(NC(=S)NC(NC(=O)c2ccccc2)C(Cl)(Cl)Cl)c(C)c1 (configuration not stated)
→ 0	9	0.1	11	22	-3	-4	28	12
